CatB mixtures – inhibitors of human cathepsin B in compound mixtures; P07858; Purified cathepsin B, AMC dipeptide fluorescence; inhibition, %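 (ten-compound pools at 5 µM per compound and 50 µM total)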; 62,000 tested, 0.06% active; AID 488; in the data active = inhibition above about 22%, passing the limit was not always enough;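 note: 0% = enzyme without compound and 100% = no enzyme blank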
Ec RNAP inh – Escherichia coli RNA polymerase inhibition; inhibition, %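 (tested at 10 µM)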; P0A8V2; E. coli RNA polymerase, fluorescence transcription assay; 62,000 tested, 0.2% active; in the data active = inhibition above about 20%;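 note: 0% = enzyme without compound and 100% = no enzyme blank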
C1s inh – blocks human complement C1s protease activity. P09871. purified C1s, fluorogenic AMC substrate, pooled mixtures. mean inhibition % of two 10-compound mixtures (stronger effect = higher value), % at 5 µM (by protocol). 62,000 tested, 0.16% active. AID 538;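 active = inhibition above 20% in each of the two 10-compound mixture wells holding the compound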;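 note: 0% = enzyme wells lacking compound mixture and 100% = no-enzyme blank wells; some compounds called inactive have numbers as strong as hits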
AP complement – orthogonal test for alternative complement pathway inhibitors; Human serum alternative complement pathway, LPS-coated ELISA, C3 deposition; tested in compound mixtures; inhibition, % at 5 µM; 62,000 tested, 0.08% active;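 active = inhibition above 30% in each of the two pooled mixtures holding the compound, so the lower value exceeds 30%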;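 note: 0% = serum in Mg-EGTA without compound and 100% = EDTA serum blank; some compounds past the cut are filed as inactive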
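Test system: human serum complement alternative pathway, C3 deposition onto LPS / Medium: Mg2+-EGTA GVB++ buffer containing human serum at 1:15 dilution / Probe or stimulus: Plate-bound LPS / Times: 1 h at 37 °C / Signal: ELISA with HRP anti-human C3 antibody, TMB substrate, absorbance 450 nm / Measure: percent inhibition / Repeats: two pool placements per compound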
FXIa mix inh – inhibitors of human coagulation factor XIa, pooled mixtures; purified FXIa, fluorogenic substrate; inhibition, % at 5 µM; 62,000 tested, 0.19% active; in the data active = inhibition above about 20%, passing the limit was not always enough;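 note: each value is inhibition by a whole ten-compound pool holding the compound; 0% = enzyme with no mixture and 100% = wells lacking enzyme; strong numbers were not always called active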
Target sequence (P03951 19-387 limits assumed): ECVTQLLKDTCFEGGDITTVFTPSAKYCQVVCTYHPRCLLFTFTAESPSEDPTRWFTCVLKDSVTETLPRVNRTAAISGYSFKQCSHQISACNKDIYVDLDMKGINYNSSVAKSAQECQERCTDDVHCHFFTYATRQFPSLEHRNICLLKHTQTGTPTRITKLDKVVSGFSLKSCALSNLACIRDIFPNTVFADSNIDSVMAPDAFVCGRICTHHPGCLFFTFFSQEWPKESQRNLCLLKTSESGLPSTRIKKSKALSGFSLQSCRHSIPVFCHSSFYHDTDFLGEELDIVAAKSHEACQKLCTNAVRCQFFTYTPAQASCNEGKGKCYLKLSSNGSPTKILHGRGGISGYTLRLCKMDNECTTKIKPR
Target sequence (P03951 388-625 limits assumed): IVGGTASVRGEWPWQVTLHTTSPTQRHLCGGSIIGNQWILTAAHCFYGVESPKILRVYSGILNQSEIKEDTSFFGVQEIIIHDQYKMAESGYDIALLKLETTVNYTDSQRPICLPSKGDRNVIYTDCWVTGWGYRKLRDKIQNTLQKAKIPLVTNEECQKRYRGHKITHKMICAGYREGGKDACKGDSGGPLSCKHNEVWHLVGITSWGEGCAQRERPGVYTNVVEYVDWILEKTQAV
CatB block – inhibitors of human cathepsin B; 63,000 tested, 0.1% active; purified cathepsin B, fluorogenic substrate, fluorescence; P07858; inhibition, %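 (tested at 10 µM)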; in the data active = inhibition above about 21%;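 note: 0% = enzyme with no compound and 100% = no enzyme blank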
CatL inh – inhibitors of human cathepsin L. purified cathepsin L, fluorogenic substrate, fluorescence. inhibition, %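 (tested at 10 µM)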. 58,000 tested, 0.17% active; in the data active = inhibition above about 45%;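 note: 0% = enzyme with no compound and 100% = no enzyme blank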
CatG inh – blocks human cathepsin G enzyme activity | P08311 | purified enzyme, AMC-tetrapeptide fluorescence, pooled mixtures | 62,000 tested, 0.2% active | inhibition, % at 5 µM (by protocol);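 active = inhibition above 20% in each of the two mixture wells holding the compound; inactive = inhibition of 20% or less in either well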;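 note: 0% = enzyme control without mixture and 100% = blank lacking enzyme; strong numbers were not always called active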
Target sequence (P08311 21-244 limits assumed): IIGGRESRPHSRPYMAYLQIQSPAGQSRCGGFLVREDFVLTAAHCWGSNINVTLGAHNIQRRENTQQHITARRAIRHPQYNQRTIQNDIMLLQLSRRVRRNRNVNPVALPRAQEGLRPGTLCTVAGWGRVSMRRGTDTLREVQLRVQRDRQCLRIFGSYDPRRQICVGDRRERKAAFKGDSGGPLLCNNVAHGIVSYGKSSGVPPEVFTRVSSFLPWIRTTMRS
CatS block – human cathepsin S inhibition | 62,000 tested, 0.06% active | recombinant cathepsin S, AMC dipeptide fluorescence, pooled mixtures | inhibition, %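 (tested at 5 µM per compound within 10-compound mixtures)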 | AID 501 | P25774; in the data active = inhibition above about 32%, passing the limit was not always enough;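 note: 0% = enzyme without compound and 100% = blank without enzyme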
Target sequence (P25774 115-331 limits assumed): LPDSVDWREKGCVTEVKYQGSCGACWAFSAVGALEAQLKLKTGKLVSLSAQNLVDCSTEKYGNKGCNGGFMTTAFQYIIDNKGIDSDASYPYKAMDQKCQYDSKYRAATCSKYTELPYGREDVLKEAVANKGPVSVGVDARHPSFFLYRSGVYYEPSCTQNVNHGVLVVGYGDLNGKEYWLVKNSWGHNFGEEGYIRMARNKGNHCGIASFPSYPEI
Numbers without * were called inactive; . = no result given. Only part of the results is shown (hit frequency here may not be typical).

nr | SMILES | CatB mixtures | Ec RNAP inh | C1s inh | AP complement | FXIa mix inh
1 | CCCC1(C(=O)OC)NC(c2cccc(F)c2)C2C(=O)N(CC)C(=O)C21 (centres undefined) | 12 | 7 | 3 | 0 | 6
2 | CCOC(=O)N1CCN(C(=O)COc2ccc(S(=O)(=O)NC3CCCCC3)cc2C)CC1 | 10 | 6 | 12 | 10 | 5
3 | CCCC(=O)Nc1nn(C)c2nc3cc(C)ccc3cc12 | -4 | 1 | -16 | 9 | -2
4 | COc1ccc(C)cc1NC(=O)CN1CCN(S(=O)(=O)c2ccc(Cl)cc2)CC1 | 2 | 3 | -27 | 8 | -8
5 | COc1ccc(OCCC(=O)N2CCCCC2)cc1 | -1 | 5 | 2 | 4 | 13
6 | O=C(CSc1ncccc1C(=O)O)c1ccccc1 | 1 | 6 | 15 | 25 | 6
7 | CCNC(=O)c1ccc2c(c1)S(=O)(=O)c1ccccc1C2=O | 6 | 7 | 15 | 7 | 5
8 | CCC(C(=O)NC1CCCC1)N(C(=O)Cn1nnc(-c2ccc(C)o2)n1)c1cnc2ccccc2c1 (centres undefined) | 4 | 12 | 16 | 7 | 3

nr | CatB block | CatL inh | CatG inh | CatS block
1 | 13 | -5 | -4 | 14
2 | 3 | 10 | 11 | 1
3 | 2 | 9 | 6 | 8
4 | -2 | 9 | 0 | -9
5 | 5 | 14 | 2 | 3
6 | -2 | -17 | 7 | -9
7 | 1 | 3 | 11 | 14
8 | -1 | -1 | 12 | 10

Following part.
nr | SMILES | CatB mixtures | Ec RNAP inh | C1s inh | AP complement | FXIa mix inh
9 | CCCn1cnc2cc(NCc3cccc(OC)c3O)ccc21 | 5 | 1 | 4 | 3 | 11
10 | CCOC(=O)c1sc(NC(=O)CCn2nnc3ccccc32)c(C(=O)OCC)c1C | -2 | 5 | -3 | 7 | 11
11 | CC(C)N1CC(O)=C(c2nc3ccccc3[nH]2)C1=N | 2 | 2 | 1 | 10 | -7
12 | O=C(CCS(=O)(=O)c1ccc(Br)s1)N1CCc2ccccc21 | 3 | 5 | 1 | 17 | 1
13 | COC(=O)CSc1cc(C)nc(NC(C)=O)n1 | 0 | 4 | -35 | 16 | -12
14 | CCOC(=O)Nc1ccc2c(c1)N(C(=O)OC)c1ccccc1CC2 | -5 | . | 2 | 5 | 2
15 | c1ccc2c(c1)CCCC2C1=NCCN1 (centres undefined) | 10 | 9 | -9 | 1 | 18
16 | O=C(CCSc1nc(-c2ccco2)cc(C(F)(F)F)n1)N1CCN(c2ccccc2)CC1 | 4 | 4 | 13 | -1 | 7

nr | CatB block | CatL inh | CatG inh | CatS block
9 | -6 | -20 | -1 | -4
10 | 3 | 8 | 1 | 17
11 | 5 | 18 | 6 | -1
12 | -1 | 5 | 8 | -4
13 | 5 | 0 | -46 | 0
14 | 2 | 6 | 9 | 6
15 | -2 | -4 | 5 | 12
16 | 1 | 11 | 8 | -1

Next section:
nr | SMILES | CatB mixtures | Ec RNAP inh | C1s inh | AP complement | FXIa mix inh
17 | CC(=O)O[C@H]1C(=O)[C@]2(C)[C@H]([C@H](OC(=O)c3ccccc3)[C@]3(O)C[C@H](OC(=O)[C@H](O)[C@@H](NC(=O)c4ccccc4)c4ccccc4)C(C)=C1C3(C)C)[C@]1(OC(C)=O)CO[C@@H]1C[C@@H]2O | 3 | 7 | -24 | 11 | -2
18 | O=C(c1cc(S(=O)(=O)N2CCCCC2)c(Cl)cc1N1CCOCC1)N1CCOCC1 | 5 | 9 | -6 | 1 | 6
19 | Nc1nonc1-c1nc2ccccc2n1Cc1ccccc1 | 43* | -5 | -26 | 9 | 9
20 | Cc1nc(Nc2ccc3c(c2)OCCO3)c2nnn(Cc3ccccc3Cl)c2n1 | 5 | 1 | -8 | 2 | 4
21 | O=C(CN(C(=O)Cn1nnc(-c2cccs2)n1)c1cnc2ccccc2c1)NCC1CCCO1 (centres undefined) | 4 | -1 | -16 | 20 | 6
22 | Cc1onc(-c2ccccc2Cl)c1C(=O)Nc1ccc2c(c1)OCO2 | -4 | -1 | -11 | 18 | 7
23 | Brc1ccccc1-c1nnc(-c2cccnc2)o1 | 5 | -1 | 21 | 18 | 10
24 | CN(C1CCS(=O)(=O)C1)S(=O)(=O)c1ccc(C2CCCCC2)cc1 (centres undefined) | -3 | 5 | -69 | 13 | -6

nr | CatB block | CatL inh | CatG inh | CatS block
17 | 2 | 16 | -1 | -4
18 | -1 | . | -1 | 16
19 | 5 | 39 | -7 | -2
20 | 4 | -48 | -3 | 13
21 | 2 | -9 | 7 | -3
22 | 0 | 4 | -3 | -2
23 | -1 | -4 | 8 | -4
24 | 2 | 7 | -1 | -21

Other entries:
nr | SMILES | CatB mixtures | Ec RNAP inh | C1s inh | AP complement | FXIa mix inh
25 | CCOC(=O)Nc1cc2c(cc1C(C)=O)OCO2 | 3 | 5 | -20 | 10 | 7
26 | Cn1nc(-c2ccccc2F)c2cc(C(=O)N3CCN(C(=O)c4ccco4)CC3)sc21 | 6 | 4 | 14 | 16 | 12
27 | CCN(c1ccccc1)S(=O)(=O)c1ccc2[nH]cc(C(=O)N3CCOCC3)c(=O)c2c1 | 4 | 3 | -1 | 4 | 8
28 | CN1CCN(C2=NC3(CCCC3)C(C#N)C(=O)N2)CC1 (centres undefined) | 4 | . | 35 | 25 | 30
29 | O=C(CN1CCN(c2ccccc2F)CC1)c1ccc2cc[nH]c2c1 | 0 | 1 | 5 | 7 | 7
30 | COc1ccc(OC)c(C2C(C(=O)c3cccs3)=C(O)C(=O)N2CCN(C)C)c1 (centres undefined) | 0 | 9 | 5 | -7 | -2
31 | CCCCNC(NCCCC)=C(S(=O)(=O)CC)S(=O)(=O)CC | 1 | 10 | 11 | 5 | 4
32 | CCn1c(SCC(=O)c2cc(OC)ccc2OC)nnc1C1CC1 | -3 | 3 | -25 | 2 | -11

nr | CatB block | CatL inh | CatG inh | CatS block
25 | 2 | 10 | 9 | 3
26 | 2 | -5 | 8 | -7
27 | -2 | 2 | -3 | 13
28 | 0 | -3 | 31 | 3
29 | 3 | -2 | 5 | -1
30 | 5 | 12 | -6 | 6
31 | 2 | 12 | 10 | 8
32 | 2 | -4 | -6 | 8

(listing goes on)
nr | SMILES | CatB mixtures | Ec RNAP inh | C1s inh | AP complement | FXIa mix inh
33 | CCCCNC(=O)OC(C)CNC(=O)Oc1cccc(C)c1 (centres undefined) | 4 | 4 | -3 | 9 | 0
34 | CSCCC(NC=C1C(=O)OC(C)(C)OC1=O)C(=O)O (centres undefined) | 36 | -2 | -13 | 17 | 19
35 | CCC(C)(C)NC(=O)C1CCN(c2nc(C)cc(C)n2)CC1 | 6 | 4 | 10 | 25 | 7
36 | Cc1ccc(C2CC(=O)NC(SCc3ccccc3)=C2C#N)o1 (centres undefined) | -1 | 4 | -16 | 1 | 1
37 | CCCCN(C)C(=O)c1c[nH]c2ccc(S(=O)(=O)N3CCOCC3)cc2c1=O | -6 | -6 | -30 | 7 | 4
38 | O=C(Nc1nc(-c2ccncc2)cs1)C1COc2ccccc2O1 (centres undefined) | 2 | 11 | 7 | -3 | 6
39 | Cc1nc(NCC2CCCO2)[nH]c(=O)c1CCC(C)C (centres undefined) | 3 | 4 | -4 | 3 | 0
40 | CCC(=NCCN1CCNCC1)C1=C(O)CC(C)(C)CC1=O | -7 | 1 | -84 | 7 | -10

nr | CatB block | CatL inh | CatG inh | CatS block
33 | 0 | 0 | 11 | -5
34 | -10 | -13 | 17 | -4
35 | 3 | -2 | 7 | 12
36 | 2 | . | -2 | -4
37 | -2 | 11 | -6 | -2
38 | 0 | 2 | 7 | -4
39 | -3 | 16 | 0 | 10
40 | -1 | 25 | -12 | -2

(listing goes on)
nr | SMILES | CatB mixtures | Ec RNAP inh | C1s inh | AP complement | FXIa mix inh
41 | Cc1cc(C)n(C(=O)Cc2cn3ccsc3n2)n1 | 3 | 7 | -7 | 4 | -3
42 | Clc1ccc(-n2ncc3c(NCc4ccc5c(c4)OCO5)ncnc32)cc1 | 4 | 2 | 0 | 15 | 18
43 | CCCc1nc(SCC(=O)Nc2ccccc2OC)c2c(=O)n(C)c(=O)n(C)c2n1 | -1 | 7 | 0 | 8 | -8
44 | CCCCCc1nnc(NC(=O)CS(=O)(=O)Cc2ccccc2)s1 | -5 | -9 | -1 | 17 | 8
45 | CCC(C)Sc1nnc(-c2c[nH]c3ccccc23)n1CCOC (centres undefined) | 4 | 8 | 10 | 13 | 4
46 | Cc1ccc(NC(=O)CSc2nnc(Cn3cnc4ccccc43)o2)cc1 | -2 | . | 4 | 8 | 13
47 | O=C(c1ccco1)N1CCN(c2ccc(Cl)cc2)CC1 | 9 | -1 | -7 | -14 | 6
48 | O=C(c1ccccc1)N1CCN(Cc2c[nH]c3ccccc23)CC1 | -2 | -6 | -15 | -4 | 2

nr | CatB block | CatL inh | CatG inh | CatS block
41 | -1 | 16 | 14 | 11
42 | -2 | 1 | 4 | -1
43 | 3 | . | 9 | 6
44 | -1 | 5 | 0 | -1
45 | 4 | -2 | 11 | -1
46 | -1 | -3 | 4 | -1
47 | 8 | -1 | -4 | 24
48 | 2 | 0 | -10 | -5

Entries listed so far containing a Cl atom, in the order listed:
nr | SMILES | CatB mixtures | Ec RNAP inh | C1s inh | AP complement | FXIa mix inh
4 | COc1ccc(C)cc1NC(=O)CN1CCN(S(=O)(=O)c2ccc(Cl)cc2)CC1 | 2 | 3 | -27 | 8 | -8
18 | O=C(c1cc(S(=O)(=O)N2CCCCC2)c(Cl)cc1N1CCOCC1)N1CCOCC1 | 5 | 9 | -6 | 1 | 6
20 | Cc1nc(Nc2ccc3c(c2)OCCO3)c2nnn(Cc3ccccc3Cl)c2n1 | 5 | 1 | -8 | 2 | 4
22 | Cc1onc(-c2ccccc2Cl)c1C(=O)Nc1ccc2c(c1)OCO2 | -4 | -1 | -11 | 18 | 7
42 | Clc1ccc(-n2ncc3c(NCc4ccc5c(c4)OCO5)ncnc32)cc1 | 4 | 2 | 0 | 15 | 18
47 | O=C(c1ccco1)N1CCN(c2ccc(Cl)cc2)CC1 | 9 | -1 | -7 | -14 | 6

nr | CatB block | CatL inh | CatG inh | CatS block
4 | -2 | 9 | 0 | -9
18 | -1 | . | -1 | 16
20 | 4 | -48 | -3 | 13
22 | 0 | 4 | -3 | -2
42 | -2 | 1 | 4 | -1
47 | 8 | -1 | -4 | 24

Next results.
nr | SMILES | CatB mixtures | Ec RNAP inh | C1s inh | AP complement | FXIa mix inh
49 | O=C1CCCN1CCCN1C(=O)N[C@@H](Cc2ccccc2)C1=O | -1 | 7 | -30 | 11 | -1
50 | C/C(CC1(O)/C(=N/O)CCc2nonc21)=N\O (centres undefined) | 0 | 9 | 3 | 20 | -7
51 | COCCNC(=O)c1cnn2c(C(F)(F)F)cc(-c3ccc4c(c3)OCO4)nc12 | 2 | 7 | -4 | -2 | -2
52 | CCOc1ccc(-n2cnnn2)cc1S(=O)(=O)N1CCCCC1 | -4 | 7 | -66 | 12 | 8
53 | c1ccc2nc3c(nc2c1)sc1nc2ccccc2n13 | 3 | 5 | -1 | 3 | 7
54 | O=C1c2cccc3c(Cl)ccc(c23)C(=O)N1O | 4 | 6 | 13 | 15 | 2

nr | CatB block | CatL inh | CatG inh | CatS block
49 | 2 | -3 | 5 | -6
50 | 3 | 18 | 7 | 9
51 | 4 | 8 | -4 | 5
52 | 0 | 12 | -3 | 0
53 | 2 | -2 | -1 | -5
54 | 3 | 10 | 10 | 6

Records listed above printed as active in CatB mixtures.
nr | SMILES | CatB mixtures | Ec RNAP inh | C1s inh | AP complement | FXIa mix inh
19 | Nc1nonc1-c1nc2ccccc2n1Cc1ccccc1 | 43* | -5 | -26 | 9 | 9

nr | CatB block | CatL inh | CatG inh | CatS block
19 | 5 | 39 | -7 | -2
